ELG1 DNA repair – inhibitors of ELG1-dependent DNA repair in HEK293T cells | HEK293T ELG1-luciferase reporter, luminescence, 16 h; DNA damage induced by 5-fluorouridine | Potency, µM (doses to about 46.1 µM), without a hit: at the highest dose activity change, negative = inhibition, most hits filed as inhibitors | 330,000 compounds, 2.3% hits | AID 504467; further: potency means the concentration at half of the fitted maximal effect; on the % scale 0 is the no-effect control and ±100 the full control effect; nearly all actives have a fitted effect of over 55% in size
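Step one: seed 2,000 cells per well. Step two: pin-transfer compound or DMSO alongside 5-fluorouridine. Step three: incubate 16 hr, 37 °C, 5% CO2. Step four: add ONE-Glo, wait 30 min, read luminescence.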
BRCA1 expr up – increases BRCA1 expression; MCF7-BRCA1-FFLuc reporter, luminescence, 48 h; response scale: scaled: vehicle 0%, 10 µM genistein 100%; Potency, µM (highest dose often 46.1 µM), for inactives: at the top dose activation, hits mostly activators; 380,000 compounds, 1.1% hits; AID 624202; further: potency means the concentration at half of the fitted maximal effect; nearly all actives have a fitted effect of over 80% in size; some results filed as inactive show a strong effect at the top dose
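Luminescence from a BRCA1-driven firefly luciferase in MCF7 cells was the read-out, taken 15 min after substrate addition following 48 h compound exposure at 37 °C. Data were normalized to a 10 microM genistein control and DMSO vehicle.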
VP16 counter – Gal4-VP16 reporter inhibition counter-screen | Drosophila S2 Gal4-VP16 UAS-luciferase, luminescence, 20 h | Potency, µM (series often up to 53.6 µM), for the others: at the highest dose activity, negative = inhibition, hits mostly inhibitors | 310,000 compounds, 3.5% hits;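 further: Gal4-VP16 expression switched on by copper sulfate through the metallothionein promoter; potency means the concentration at half of the fitted maximal effect; on the % scale 0 is the no-effect control and ±100 the full control effect; nearly all actives have a fitted effect of over 50% in size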
ELG1 genotox – induces genotoxicity in HEK293T cells with luciferase-tagged ELG1; HEK293T ELG1-luciferase reporter, luminescence, 16 h; Potency, µM (top dose mostly 46 µM), for the others: at the top dose activity change, positive = activation, most hits filed as activators; 330,000 compounds, 1.3% hits; AID 504466; further: potency means the concentration at half of the fitted maximal effect; % of control where 0% means no effect; nearly all actives have a fitted effect of over 60% in size
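After overnight (16 hr) compound treatment at 37 °C, ELG1-luciferase HEK293T cells were lysed with ONE-Glo; luminescence quantified 30 min later at room temperature.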
NPC1 promoter act – activators of NPC1 promoter | 320,000 compounds, 2.4% hits | Potency, µM (titrated, usually from 9.22 µM), without a hit: at the highest dose activation, usual class: activators | Huh7 NPC1 promoter luciferase reporter, 24 h;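 further: potency means the concentration at half of the fitted maximal effect; % of control where 0% means no effect; nearly all actives have a fitted effect of over 60% in size; reporter is driven by a mutant NPC1 promoter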
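Cells: Huh7 expressing luciferase under the NPC1 promoter, 1500/well. Seeded 2 h, compound added, incubated 24 h at 37 °C. Luciferase reagent, 10 min ambient, then luminescence.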
p53 reactivator – restores transcriptional activity of mutant p53 | 320,000 compounds, 0.063% hits | AID 504706 | H1299 p53-A138V BP100-luciferase reporter, luminescence, 24 h | Potency, µM (top dose mostly 92.2 µM), inactives show at the top dose activity change, positive = activation, most hits filed as activators; further: potency means the concentration at half of the fitted maximal effect; % of control where 0% means no effect; nearly all actives have a fitted effect of over 45% in size
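H1299 (p53-null), stable ts p53-A138V + BP100-Luc; 1000 cells/well, Opti-MEM/10% FBS; cpd 4 pt, 1:5; 24 h, 37 deg C, 5% CO2; detection reagent 10 min RT; luminescence.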
FLuc counter – counter-screen for miR-21 project: firefly luciferase inhibitors or activators | Potency, µM (highest dose often 57.5 µM), without a hit: at the highest dose activity change, negative = inhibition, usual class: inhibitors | P08659 | 360,000 compounds, 6.9% hits | AID 588342 | purified FLuc, Km substrates, luminescence inhibition;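 further: potency means the concentration at half of the fitted maximal effect; plate controls were vehicle for no effect and reference inhibitor for full effect; nearly all actives have a fitted effect of over 55% in size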
Target sequence (P08659 whole entry, looked up): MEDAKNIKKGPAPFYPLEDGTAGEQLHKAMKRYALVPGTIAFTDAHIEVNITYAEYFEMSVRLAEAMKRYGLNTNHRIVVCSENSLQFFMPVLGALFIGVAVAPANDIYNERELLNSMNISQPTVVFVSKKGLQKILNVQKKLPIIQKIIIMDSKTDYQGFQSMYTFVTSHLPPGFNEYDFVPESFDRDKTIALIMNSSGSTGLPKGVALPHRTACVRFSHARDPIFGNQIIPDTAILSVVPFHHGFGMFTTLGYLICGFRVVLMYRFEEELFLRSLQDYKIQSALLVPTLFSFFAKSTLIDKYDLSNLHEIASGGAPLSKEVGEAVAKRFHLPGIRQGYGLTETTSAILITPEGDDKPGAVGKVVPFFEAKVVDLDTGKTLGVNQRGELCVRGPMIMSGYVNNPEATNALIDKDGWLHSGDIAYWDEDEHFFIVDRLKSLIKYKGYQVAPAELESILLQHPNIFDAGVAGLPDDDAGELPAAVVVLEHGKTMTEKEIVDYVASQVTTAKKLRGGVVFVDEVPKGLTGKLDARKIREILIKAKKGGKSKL
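Purified P. pyralis luciferase (10nM final) with 10uM D-luciferin and 10uM ATP (Km levels) in 50mM Tris acetate pH 7.5, 10mM Mg acetate, 0.01% Tween-20, 0.05% BSA; qHTS 6-point titration, ~60 µM downward; luminescence read.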
Tb PFK block – blocks T. brucei phosphofructokinase; T. brucei PFK, ADP-Glo luminescence; 330,000 compounds, 0.17% hits; O15648; Potency, µM (doses to about 57.5 µM), for inactives: at the highest dose activity, negative = inhibition, hits mostly inhibitors; AID 485367;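 further: potency means the concentration at half of the fitted maximal effect; 0% = uninhibited 1x PFK enzyme wells and -100% = no-enzyme wells; nearly all actives have a fitted effect of over 60% in size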
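PFK 1.25 nM, F6P 0.5 mM, ATP 0.1 mM, 0.1 M TEA pH 8.0, 5 mM MgCl2, 0.01% Tween20, 0.1% BSA; 45 min RT. ADP-Glo readout. qHTS titration up to 57 uM; curves fitted, compounds curve-classed.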
RORg inh – blocks mouse ROR gamma transcriptional activity | P51450 | Drosophila S2 Gal4-RORgamma UAS-luciferase reporter, 20 h | Potency, µM (doses to about 53.6 µM), for inactives: at the top dose activity change, negative = inhibition, usual class: inhibitors | 310,000 compounds, 5.4% hits; further: potency means the concentration at half of the fitted maximal effect; on the % scale 0 is the no-effect control and ±100 the full control effect; nearly all actives have a fitted effect of over 60% in size
Target sequence (P51450 whole entry, looked up, the tested form may be a part): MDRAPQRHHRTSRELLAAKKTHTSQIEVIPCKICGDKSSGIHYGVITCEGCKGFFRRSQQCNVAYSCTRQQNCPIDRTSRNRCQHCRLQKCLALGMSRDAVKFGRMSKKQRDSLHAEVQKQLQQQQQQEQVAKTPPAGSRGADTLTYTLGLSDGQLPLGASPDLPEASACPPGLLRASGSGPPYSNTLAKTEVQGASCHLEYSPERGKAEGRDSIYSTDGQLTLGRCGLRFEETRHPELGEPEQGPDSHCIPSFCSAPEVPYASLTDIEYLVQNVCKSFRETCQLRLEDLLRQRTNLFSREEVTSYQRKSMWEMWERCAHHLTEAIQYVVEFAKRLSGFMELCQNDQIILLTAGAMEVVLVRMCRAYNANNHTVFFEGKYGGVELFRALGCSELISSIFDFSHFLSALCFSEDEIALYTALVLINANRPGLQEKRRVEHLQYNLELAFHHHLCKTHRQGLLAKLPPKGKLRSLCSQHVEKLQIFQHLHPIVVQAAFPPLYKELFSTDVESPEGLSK
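ROR gamma transcriptional activity was tracked as Gal4-UAS luciferase output in stably transfected Drosophila Schneider cells, with compound added 1 hr before 700 uM copper sulfate induction and a 20 hr ambient-temperature incubation.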
Rab9 promoter act – Rab9 promoter activation. Huh7 Rab9 promoter-luciferase reporter, luminescence, 24 h. Potency, µM (titrated, usually from 9.22 µM), inactives show top-dose activation, negative = inhibition, hits mostly activators. 320,000 compounds, 2.8% hits; further: potency means the concentration at half of the fitted maximal effect; % of control where 0% means no effect; nearly all actives have a fitted effect of over 60% in size
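Stable Rab9-luc Huh7, 1500 cells/well, 2 h settle; cmpd in DMSO, 24 h, 37 °C/5% CO2; luciferase reagent 10 min RT; luminescence.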
TRPV1 ag – activates the human vanilloid receptor TRPV1 | Q8NER1 | TRPV1-expressing cells, Fluo-8 calcium influx, agonist mode | activation, % at 8.33 µM | 320,000 compounds, 0.19% hits | AID 540275; in the data active means activation above about 80%; inconclusive means between about 30% and that limit; further: 0% is about no effect
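Cells expressing TRPV1 were dye-loaded with Fluo-8 and read kinetically: 10 s baseline, 3 min after compound (agonist portion), then 2 min after EC20 capsaicin (allosteric enhancer portion). Calcium-bound dye fluorescence at 480/520 nm.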
Starred values were filed as active, the others as inactive; u = inconclusive; x = not tested or not shown; [ ] = dose if it differs, or a comment. Unless noted, the call rests on the fitted dose curve; in most records, active means well fitted curve in the direction sought with a large enough effect; inconclusive means small, poorly fitted or top-dose-only effect, or another doubt; inactive means no such curve, though single readings can be large; an effect the other way counts as inactive or inconclusive.

SMILES	ELG1 DNA repair	BRCA1 expr up	VP16 counter	ELG1 genotox	NPC1 promoter act	p53 reactivator	FLuc counter	Tb PFK block	RORg inh	Rab9 promoter act	TRPV1 ag
O=C(COC(=O)c1cccnc1Cl)NC(=O)NC1CCCCC1	-9%	0%	x	3%	x	14%	x	-2%	x	x	x
CCOc1ccc2[nH]c(=O)c(CN(CCO)C(c3nnnn3C3CCCCC3)C(C)C)cc2c1 (centres undefined)	u	-26%	3%	0%	-1%	0%	-8%	0%	-2%	1%	0
CCn1c(=N)n(CC(O)c2cccs2)c2ccccc21 (centres undefined)	8%	0%	-4%	-3%	-2%	-2%	7%	2%	-2%	-6%	-9
COc1ccc(OC)c(/C=N\NC(=O)c2ccc(=O)n(C)c2)c1	u	-20%	1%	2%	-1%	5%	3%	0%	-8%	-4%	0
CCOC(=O)C1(C(=O)O)NC(=O)CC1c1ccccc1 (centres undefined)	12%	17%	-11%	1%	0%	2%	-1%	-3%	3%	6%	-11
CC(Oc1ccc(Cl)cc1Cl)c1nc(-c2ccc(NC(=O)c3ccncc3)cc2)no1 (centres undefined)	18µM*	-77%	13µM*	-3%	-29%	1%	-4%	-16%	u	-22%	1
COc1cc2c(cc1OC)C(C(=O)Nc1ccc3c(c1)OCCO3)C(c1cccnc1)N(C)C2=O (centres undefined)	3%	-55%	2%	u	-1%	-1%	5%	0%	-19%	8%	-1
CC1(C)NC(=O)N(CC(=O)N2CCC(Cc3ccccc3)CC2)C1=O	7%	9%	-16%	-4%	-2%	2%	-2%	-3%	-6%	1%	-7
COc1ccc(-c2cc(C(=O)OCC(=O)N3CCCC3)c3ccccc3n2)cc1	u	39%	-3%	-2%	15%	1%	6µM*	-7%	0%	15%	u
CCOC(=O)C1(Cc2ccccc2)CCN(Cc2cc(OC)c3c(c2)OCO3)CC1	u	-35%	-7%	-8%	-1%	-2%	1%	-4%	17%	-7%	2
Cc1cc(C)c(C#N)c(SCC(=O)c2ccccc2)n1	-9%	-24%	-7%	-4%	-2%	1%	-9%	-2%	2%	2%	2
CC(=O)N1CCN(CC(C)(C)NS(=O)(=O)c2ccccc2)CC1	u	-20%	x	1%	x	4%	x	2%	x	x	x
COc1cccc(C(=O)Nc2cc(Cl)c(O)c(Cl)c2)c1	u	-37%	1%	8%	u	6%	15µM*	0%	42%	12%	u
O=C(NC(Cc1c[nH]c2ccccc12)c1nnc2n1CCCCC2)c1ccccc1Cl (centres undefined)	13%	-19%	-24%	-1%	-10%	-11%	-5%	-1%	2%	14%	-6
CC1CN(C(=S)NC(=O)c2ccc([N+](=O)[O-])cc2)CC(C)O1 (centres undefined)	u	-9%	1.3µM*	0%	-2%	-2%	4%	2%	0.45µM*	-4%	-1
O=C1Nc2c(Br)cc(Br)cc2C1(O)N1CCOCC1 (centres undefined)	8%	-72%	2%	1%	2%	-1%	1%	-3%	u	3%	3
COc1cccc(CNC(=O)C(CCSC)NS(=O)(=O)c2ccc3c(c2)oc(=O)n3C)c1 (centres undefined)	2%	9%	1%	-4%	-1%	0%	0%	6%	-15%	-4%	2
Nc1c(C(=O)OCC(=O)Nc2ccc(Cl)cc2[N+](=O)[O-])[nH]c(=O)[nH]c1=O	-4%	11%	-10%	-1%	1%	9%	2%	0%	21%	1%	0
Cc1csc(N/N=C/c2ccccc2F)n1	u	19%	-79%	u	12%	25%	6µM*	1%	u	3%	16
CCCS(=O)(=O)N1CCN(CC2CC3C=CC2C3)CC1 (centres undefined)	-2%	-8%	-2%	1%	2%	5%	0%	0%	24%	0%	10
COc1ccc(NC(=O)CSc2n[nH]c(-c3ccccc3)n2)cc1S(N)(=O)=O	24%	8%	x	2%	-5%	-2%	12µM*	4%	x	2%	0
CCCCNC(=O)C1(c2ccc(OC)cc2)CCOCC1	-10%	1%	0%	-2%	0%	-5%	-2%	-1%	12%	-2%	-4
COc1ccc(OC)c(NC(=O)CSc2nc3ccccc3c(=O)n2CC2CCCO2)c1 (centres undefined)	u	-26%	6%	7%	2%	-21%	1%	-1%	7%	-4%	13
Cc1ccc(S(=O)(=O)N2CCC(C(=O)OCC(=O)N(C)C3CCCCC3)CC2)cc1C	4%	-3%	x	10%	-1%	11%	-2%	8%	x	5%	2
CCOC(=O)C1(CC2CC2)CCN(Cc2ccc3cccc(F)c3n2)CC1	-12%	-13%	29%	0%	-2%	3%	-2%	0%	10%	-4%	u

A few values from the list:
COc1cc2c(cc1OC)C(C(=O)Nc1ccc3c(c1)OCCO3)C(c1cccnc1)N(C)C2=O (centres undefined) @ TRPV1 ag = -1
COc1ccc(OC)c(NC(=O)CSc2nc3ccccc3c(=O)n2CC2CCCO2)c1 (centres undefined) @ NPC1 promoter act = 2%
COc1ccc(OC)c(/C=N\NC(=O)c2ccc(=O)n(C)c2)c1 @ p53 reactivator = 5%

Later entries
SMILES	ELG1 DNA repair	BRCA1 expr up	VP16 counter	ELG1 genotox	NPC1 promoter act	p53 reactivator	FLuc counter	Tb PFK block	RORg inh	Rab9 promoter act	TRPV1 ag
O=C(COC(=O)c1ccc(S(=O)(=O)NCc2ccco2)cc1)Nc1ccccc1OC(F)F	7%	-11%	-3%	5%	7%	u	-19%	-2%	-24%	-3%	1
O=C(NNc1cccc(Cl)n1)c1ccccc1CC[N+](=O)[O-]	-13%	-20%	-3%	-1%	-7%	-6%	5%	2%	-9%	4%	3
O=C(NNS(=O)(=O)c1ccc([N+](=O)[O-])cc1)C1CCCCC1	-10%	22%	-5%	3%	0%	7%	1%	-3%	-7%	-4%	-6
CN(C)C(=O)N1CCCC(C(=O)NCCc2ccccc2)C1 (centres undefined)	u	95%	0%	12%	u	21%	-19%	-5%	0%	u	-3
Cc1cc(C)c2cc(CN(CC3CCCO3)C(=S)NCc3ccco3)c(=O)[nH]c2c1 (centres undefined)	u	-38%	-8%	-3%	-7%	-3%	-12%	-4%	29%	-2%	1
Cc1ccc2cc3cc(C(=O)N4CCN(C(=O)c5ccco5)CC4)sc3nc2c1	u	26%	-1%[0.365 µM]	18%	0%	8%	u	-6%	u	-3%	1
CC(NCC(O)COc1ccc2ccccc2c1)c1ccccc1 (centres undefined)	-21%	1%	-2%	-12%	-26%	23%	2%	1%	-27%	-32%[inhibitor]	6
Cc1ccc(S(=O)(=O)NCCSc2nnc(N)s2)cc1	12%	-29%	12%	3%	1%	1%	-1%	-1%	-13%	-2%	-1
COc1cc(C2C=C(C34CC5CC(CC(C5)C3)C4)NC(=S)N2)cc(OC)c1OC (centres undefined)	23µM*	-46%	0.79µM*	-11%	-4%	-2%	2%	0%	1µM*	3%	-2
O=C(NC1CCSc2ccccc21)c1cccc([N+](=O)[O-])c1 (centres undefined)	11%	1%	9%	-1%	12%	u	u	4%	20%	12%	8
COc1cccc(NC(=O)COC(=O)CCC2CCCC2)c1	18%	-4%	x	1%	-5%	-11%	-10%	-2%	x	-6%	20
C=CCN(c1ccccc1OC)S(=O)(=O)c1cccc(C(=O)OCC(=O)c2c[nH]c3ccccc23)c1	23µM*	-59%	-11%	-7%	-3%	3%	-6%	-1%	-9%[10 µM]	-4%	4
O=C(COC(=O)c1n[nH]c(=O)c2ccccc12)Nc1ccccc1F	22%	-3%	x	6%	x	-6%	x	3%	x	x	x
O=C(Nc1cccnc1)c1cc(-c2ccc(Cl)c(Cl)c2)on1	25%	-14%	8%	23%	-3%	12%	u	-1%	-1%	-2%	u
COc1ccc(S(=O)(=O)C(C#N)c2nc3ccccc3nc2N2CCCCC2)cc1 (centres undefined)	-1%	-12%	2%	3%	3%	6%	4%	2%	41%	-9%	1
CC1CC(C)CN(S(=O)(=O)c2ccc(NC(=O)c3ccc(=O)[nH]c3)cc2)C1 (centres undefined)	-7%	-38%	x	15%	-26%	1%	3%	-2%	x	-17%	10
N#Cc1c(-c2ccccc2)nc(SCc2cccc(Cl)c2)[nH]c1=O	-1%	-3%	-4%	-2%	4%	-9%	2%	-7%	-6%	-7%	-2
CC(=O)C1C(=O)C=C(c2cccs2)CC1c1ccccc1 (centres undefined)	2%	-4%	-8%	0%	-9%	-6%	-14%	-3%	13µM*	-2%	10
CCOC(=O)[C@H](O)[C@@H](O)c1cccc([C@H](O)[C@@H](O)C(=O)OCC)c1	-8%	0%	1%	-2%	1%	10%	2%	2%	8%	3%	0

Bioassay records deposited in PubChem by National Center for Advancing Translational Sciences (NCATS).
